NPY1 pot ag: NPY-Y1 receptor potentiators or agonists, primary screen, cell-based; Neuropeptide Y receptor type 1 (Homo sapiens), P25929; NPY-Y1 expressing cells, potentiator/agonist activation; activation, % at 3.6 µM; 0.37% of 220,000 active; AID 1304, 2008; in the data active = activation above about 33%, passing the limit was not always enough;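 note: cells stimulated with NPY at EC10 then isoproterenol at EC100; 0% = low agonist plus stimulus and 100% = saturating agonist plus stimulus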
Target sequence (P25929 whole entry, looked up): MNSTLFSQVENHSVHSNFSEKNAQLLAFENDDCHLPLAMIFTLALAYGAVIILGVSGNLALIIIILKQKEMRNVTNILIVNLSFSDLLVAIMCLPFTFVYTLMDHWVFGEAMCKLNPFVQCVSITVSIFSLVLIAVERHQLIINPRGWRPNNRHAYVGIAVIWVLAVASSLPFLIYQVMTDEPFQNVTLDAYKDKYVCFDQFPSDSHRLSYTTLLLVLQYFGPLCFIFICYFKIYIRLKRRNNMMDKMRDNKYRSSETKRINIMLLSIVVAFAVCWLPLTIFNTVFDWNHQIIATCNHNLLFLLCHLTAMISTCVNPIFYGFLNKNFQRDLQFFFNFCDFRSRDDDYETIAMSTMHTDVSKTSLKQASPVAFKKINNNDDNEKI
NPY-Y2 PAM-ag: NPY-Y2 potentiators or agonists, primary screen, cell-based; activation, % at 3.6 µM; cells expressing NPY-Y2, potentiator/agonist read-out; Neuropeptide Y receptor type 2 (Homo sapiens), P49146; 0.45% of 220,000 active; in the data active = activation above about 27%;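 note: cells stimulated with NPY near EC25 plus isoproterenol at EC100; 0% = vehicle plus submaximal agonist and 100% = vehicle plus saturating agonist; some results beyond the cut were filed as inactive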
Target sequence (P49146 whole entry, looked up): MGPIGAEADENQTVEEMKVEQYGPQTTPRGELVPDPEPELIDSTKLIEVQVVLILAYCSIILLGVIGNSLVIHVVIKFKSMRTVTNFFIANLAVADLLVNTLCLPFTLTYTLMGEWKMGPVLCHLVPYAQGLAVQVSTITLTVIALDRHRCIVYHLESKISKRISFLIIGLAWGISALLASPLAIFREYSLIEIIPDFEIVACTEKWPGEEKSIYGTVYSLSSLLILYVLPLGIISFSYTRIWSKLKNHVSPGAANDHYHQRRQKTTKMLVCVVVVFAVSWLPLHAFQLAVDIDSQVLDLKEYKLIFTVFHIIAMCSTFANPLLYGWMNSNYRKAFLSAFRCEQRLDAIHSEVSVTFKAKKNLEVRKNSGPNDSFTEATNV
S1P4 antag: S1P4 receptor antagonists, primary screen, cell-based; AID 1510, 2009; Sphingosine 1-phosphate receptor 4 (Homo sapiens), O95977; S1P4-expressing cells, antagonist mode, reporter read-out; 0.26% of 220,000 active; inhibition, % at 4.98 µM; in the data active = inhibition above about 29%;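 note: 0% = wells stimulated with agonist and 100% = vehicle wells without agonist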
RBBP9 inh: human RBBP9 inhibitors, primary screen, biochemical, fluorescence polarization, FP-Rh probe, HTS. Serine hydrolase RBBP9 (Homo sapiens), O75884. recombinant RBBP9. inhibition, % at 7.94 µM. 0.2% of 220,000 active;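 active = inhibition above the campaign mean of all tested compounds plus 3 SD, cut at about 14% in these data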;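 note: plate controls were DMSO wells with RBBP9 for no effect and wells lacking RBBP9 protein for full effect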
Target sequence (O75884 whole entry, looked up): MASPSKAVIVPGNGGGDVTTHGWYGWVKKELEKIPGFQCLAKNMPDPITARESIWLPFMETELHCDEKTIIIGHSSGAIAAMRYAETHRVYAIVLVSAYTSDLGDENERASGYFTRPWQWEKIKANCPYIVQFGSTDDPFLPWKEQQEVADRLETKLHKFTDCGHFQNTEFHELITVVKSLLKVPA
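System: RBBP9 protein / Buffer or medium: Tris/NaCl buffer pH 8.0 with 0.1% Pluronic / Probe or stimulus: Serine-hydrolase probe FP-Rh, 375 nM pre-mixing / Dosing: 7.94 µM single dose, 0.794% DMSO / Times: enzyme-compound preincubation 30 min, then probe labeling 45 min, 25 °C / Technique: fluorescence polarization (mP), excitation 525 nm, emission 598 nm / Replication: singlicate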
BaF3 parental: parental Ba/F3 cell viability inhibition, counter-screen for JAK2V617F inhibitor project, murine pro-B, CellTiter-Glo luminescence. 1.1% of 220,000 active. inhibition, % at 5.6 µM. CellTiter-Glo ATP luminescence;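 active = inhibition above a per-campaign cutoff, the mean inhibition of all tested compounds plus 3 SD, cut at about 27% in these data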;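 note: 0% = DMSO wells and 100% = JAK Inhibitor I control wells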
Runt-CBFb FRET: inhibitors of RUNX1 Runt–CBFb binding, primary screen, biochemical, FRET, Cerulean-Runt, Venus-CBFb, uHTS; Runt-related transcription factor 1 (Homo sapiens) + Core-binding factor subunit beta …; Cerulean-Runt/Venus-CBFb FRET ratio 530/480, 1 h; inhibition, % at 20 µM; 0.46% of 220,000 active; AID 1496, 2009;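 active = inhibition over about 50% at 20 µM in the single-dose screen, limit read from the data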;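 note: 0% = DMSO wells and 100% = excess unlabeled CBFb competitor control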
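Measured by: fluorescence energy transfer, 422 nm excitation, 530/480 nm emission; test system: Cerulean-tagged RUNX1 Runt domain (FRET donor) fusion protein; buffer or medium: Tris pH 7.5 buffer with BSA; compound: one dose, 20 µM compound, 1% DMSO; times: two 1 h room-temperature incubations shielded from light; benchmarks: unlabeled CBFb 5 µM, positive control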
Ba/F3 V617F tox: reduced viability of JAK2V617F-dependent Ba/F3 cells, primary screen, JAK2V617F inhibitor project, cell-based, Ba/F3 EpoR-JAK2V617F, luminescence. 1.1% of 220,000 active. ATP luminescence. AID 1446, 2008. inhibition, % at 5.6 µM;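 active = inhibition above the campaign mean plus 3 SD over all tested compounds, cut at about 24% in these data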;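 note: cytokine-independent growth of Ba/F3 cells driven by EpoR plus mutant JAK2; 0% = DMSO-treated cells and 100% = JAK inhibitor I control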
S1P4 agonist: S1P4 receptor agonists, primary screen, cell-based | Sphingosine 1-phosphate receptor 4 (Homo sapiens), O95977 | S1P4-expressing cell line, agonist reporter assay | activation, % at 4.98 µM | 0.35% of 220,000 active | AID 1509, 2009; in the data active = activation above about 11%;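 note: 0% = DMSO vehicle and 100% = reference agonist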
NPY Y1 blocker: NPY-Y1 receptor antagonists, primary screen, cell-based | AID 1040, 2008 | 1% of 200,000 active | HEK293-CNG Y1 cells, membrane potential fluorescence; NPY at EC95, then isoproterenol | Neuropeptide Y receptor type 1 (Homo sapiens), P25929 | inhibition, % at 3.6 µM;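 active = inhibition above the campaign mean inhibition of all tested compounds plus 3 SD, cut at about 20% in these data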;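 note: 0% = DMSO wells given NPY plus isoproterenol and 100% = isoproterenol alone without NPY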
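Assay system: HEK293 cells with Y1 receptor plus CNG channel | Probe or stimulus: NPY (25 nM), isoproterenol (1 µM), Ro 20-1724 (25 µM) | Timing: Compound incubation 1 h at room temperature, readout 45 min post-stimulation | Measured by: Membrane-potential fluorescent dye readout | Benchmarks: High control isoproterenol alone, low control NPY with isoproterenol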
* marks the source's active call; other numbers are inactive results; · = not tested or not shown. Random draw from the library; 3.6% or so of the library scored in one or more.

item	Compound	NPY1 pot ag	NPY-Y2 PAM-ag	S1P4 antag	RBBP9 inh	BaF3 parental	Runt-CBFb FRET	Ba/F3 V617F tox	S1P4 agonist	NPY Y1 blocker
1	CCOc1ccc(OCC(=O)Nc2ccc(S(=O)(=O)Nc3cc(C)nc(C)n3)cc2)cc1	-12	-4	-3	6	2	2	1	0.3	-4
2	O=S(=O)(Nc1ccc(Cl)cn1)c1ccc(Cl)cc1	-8	17	-10	-6	8	1	0	0.5	-4
3	O=C(COc1ccccc1Br)N1CCN(c2ccccc2)CC1	-2	-12	10	-4	6	2	-1	2.5	5
4	CCOc1ccc(N2CC(C(=O)Nc3ccc(S(=O)(=O)Nc4ncccn4)cc3)CC2=O)cc1 (centres undefined)	6	0	4	-4	8	2	3	0.3	-1
5	COc1cccc(C2NC(=O)NC(C)=C2C(=O)Nc2cc(OC)ccc2OC)c1 (centres undefined)	-8	-7	-6	-9	7	0	2	-1.2	3
6	COC(=O)Nc1ccc(S(=O)(=O)N2CCCC(C(=O)N3CCOCC3)C2)cc1 (centres undefined)	7	4	6	-3	-1	2	3	0.8	·
7	O=C(NC(=S)Nc1ccc(NC(=O)c2ccco2)cc1)c1ccccc1	7	0	-3	-3	0	2	-3	3.4	6
8	O=C(c1ccccc1)N1CCC(=O)N1c1ccccc1	-12	-6	-23	-5	3	2	-2	0.8	2
9	CN1c2ccccc2C(O)=C(C(=S)Nc2ccc(F)c(Cl)c2)S1(=O)=O	15	-13	-4	-5	0	2	-2	1.2	0
10	CCOc1ccc(Cn2nnc(C(=O)NCc3ccccc3)c2N)cc1	-2	-15	18	2	10	-1	7	-0.4	2
11	COc1ccc(NC(=O)Nc2cc(C)ccc2OC(F)F)c(OC)c1	-16	19	3	0	4	-3	0	-1.6	5
12	Cc1ccc(-n2cc(CN3CCC(O)(c4ccccn4)CC3)c(-c3ccc(F)cc3)n2)cc1	-9	-8	6	3	8	-2	0	6.5	13
13	Cc1nn(-c2ccccc2)c(Cl)c1/C=C1\C(=O)N(C)C(=S)N1C	-19	-6	-1	-10	3	0	0	1.7	6
14	CCOc1ccc(OCC)c(-c2c(=O)n(OCc3ccc(C(C)(C)C)cc3)c3ccccc3[n+]2[O-])c1	-5	-5	-10	-12	6	-9	2	-0.8	-5
15	COc1ccc(COC(=O)N/N=C(\C)CC(=O)Nc2c(C)cc(C)cc2C)cc1	-13	8	-8	-11	5	-1	-1	0.7	2
16	COc1cccc2[nH]c3c(N4CCN(Cc5ccc6c(c5)OCO6)CC4)ncnc3c12	-25	-8	-25	3	14	-3	3	2.1	3
17	CCN1CCCC(NC(=O)c2cc([N+](=O)[O-])ccc2OC)C1 (centres undefined)	-5	-1	0	-4	3	-1	0	0.0	2
18	O=C(CCCN1C(=O)/C(=C/c2cccs2)SC1=S)Nc1ccc(C(=O)O)cc1	6	4	1	-11	2	3	-4	1.2	4
19	CCCN(C(=S)Nc1ccccc1)C1CCS(=O)(=O)C1 (centres undefined)	32	-1	-21	-9	4	-2	1	0.9	-2
20	COc1ccc(C(=O)Nc2cc(Cl)ccc2Cl)c(OC)n1	-7	5	-4	-3	-2	0	-5	-0.8	0
21	CCNC(=O)c1ccccc1SCc1ccccc1	-4	1	-23	-5	11	1	-2	-0.2	-2
22	O=C(N/N=C(\CC(=O)c1cccs1)C(F)(F)F)c1cccnc1	0	2	12	-13	0	0	5	-0.4	·
23	COC(=O)c1c(NC(=O)c2ccc(N(C)S(=O)(=O)c3ccc(C)cc3)cc2)sc2c1CCCC2	-11	-18	-7	-9	2	-1	6	0.0	9
24	COc1ccccc1NC(=O)COn1nnc2ccc(S(=O)(=O)N3CCOCC3)cc21	15	14	-9	4	0	-6	-4	-0.3	3
25	O=C(Nc1cccc(S(=O)(=O)NC2=NCCCCC2)c1)c1cccnc1Cl	-8	-27	-10	-1	-3	0	-1	-0.6	·
26	O=[N+]([O-])c1c(Nc2ccccc2O)cc(N2CCOCC2)c2nonc12	11	10	-40	-4	-5	-3	1	-0.1	·
27	Cc1cc(OCCCC(=O)N2CCCCC2)cc(C)c1Cl	-28	-18	-3	-5	3	-7	-4	-0.1	10
28	CCCCN(C)C1CCN(C(=S)Nc2cccc(OC)c2)CC1	0	-5	-13	-1	3	2	-3	0.0	-1
29	CC(Nc1cccnc1)=C(C#N)C#N	1	3	-8	-9	4	-1	0	12*	4
30	Cc1cc(N/C=C/C(=O)c2cccs2)ccc1F	24	5	6	-2	6	2	-3	2.5	0
31	COC(=O)c1ccc(CSc2nc3sc4c(c3c(=O)n2C)CCCC4)o1	4	7	3	4	-3	-5	-3	-0.4	1
32	COc1cc(/C=C/C(=O)O)cc(S(=O)(=O)N2CCCc3ccccc32)c1OC	-8	-8	18	-11	3	4	5	-2.7	·
33	Cc1ccc2c(c1)nnn2C1CCN(CC(=O)Nc2ccccc2N2CCOCC2)CC1	-32	2	-11	-11	5	84*	3	1.8	-5
34	COc1c(C)cc(S(=O)(=O)N2CCOCC2)c(C)c1C	-7	0	-13	-7	11	1	2	1.2	-1
35	O=C(CCn1cnc(-c2ccccc2)c1-c1ccccc1)N/N=C/c1ccccc1O	2	-1	-10	-2	-2	-1	-5	0.9	11
36	O=C(O)c1cc(-c2ccc3c(c2)OCO3)nc2ccccc12	2	-5	-18	1	0	0	-3	0.1	6
37	C/C(=N\NC(=O)c1cccnc1)c1nnn(-c2nonc2N)c1C	15	15	2	-6	1	-45	-7	0.6	-1
38	COc1cccc(/C=N/NC(=O)c2cnccn2)c1O	16	-13	-20	-4	0	2	-3	1.4	·
39	Nc1nnc(SCC(=O)N2CCc3ccccc32)n1-c1ccccc1	8	-1	-9	-6	3	0	-1	-1.2	-1
40	Cc1ccnc(SCc2ccc([N+](=O)[O-])cc2)n1	-12	9	-4	-9	3	0	0	1.8	2
41	Cc1nnc(SCC(=O)NC2CCCCC2)n(N)c1=O	0	-7	-1	-6	6	-1	-1	-0.4	1
42	C=CCN1C(=O)S/C(=C\c2ccc3c(c2)n(C)c(=O)n3C)C1=O	-5	4	-3	-3	4	-2	-2	1.0	5
43	CCn1cc(NC(=O)Nc2ccccc2C(=O)OC)c(C(N)=O)n1	-22	2	-21	-1	3	-1	0	0.1	1
44	COc1cc(-c2nnc(Cn3cc(C(F)(F)F)ccc3=O)o2)cc(OC)c1OC	7	3	-9	4	2	-2	-2	-1.5	-2
45	Cc1cc(Br)c(NC(=O)c2ccccc2[N+](=O)[O-])cc1C	2	-17	-3	2	7	-3	3	-2.9	4
46	CC(C)CNC(=O)c1cc2nc(C3CC3)cc(C(F)(F)F)n2n1	-21	4	-24	-10	3	·	0	-0.2	-4
47	CCC(C)[C@H](NC(=O)NCc1ccc(OC)c(OC)c1)C(=O)O (some centres undefined)	-8	2	0	1	-2	-1	-2	-0.1	·
48	CCOc1ccc(C2C=C(c3ccc(C)cc3)Nc3ncnn32)cc1 (centres undefined)	13	-28	16	-13	4	-55	6	-0.2	-1
49	COC(=O)c1ccc(C2OCC(C)(C)CO2)cc1	11	8	-16	-7	3	0	-3	0.4	1
50	O=C(N/N=C/c1c[nH]c2ccccc12)c1cc2ccccc2o1	6	4	11	-2	-2	1	0	1.0	·
51	COc1ccc(S(=O)(=O)NCC2CCCN(C(=O)CNC(C)=O)C2)cc1 (centres undefined)	-12	-7	10	-2	0	1	-4	1.2	6
52	CCOC(=O)c1ccc(NC(=O)NC2CCN(CC(=O)NCc3ccc4c(c3)OCO4)CC2)cc1	12	21	-1	-10	6	-4	-1	0.5	-6
53	COC(=O)CSc1nnc(CNC(=O)c2ccc(OC)c(OC)c2)n1C	7	6	-2	-10	3	1	3	-0.8	0
54	CCCNc1nc2c(c(=O)n(C)c(=O)n2C)n1CCC(C)C	3	12	8	8	7	-2	-2	0.2	-6
55	Cc1nnc(SCC(=O)N2CCN(S(=O)(=O)c3ccccc3)CC2)[nH]c1=O	-8	-9	-1	5	4	1	1	0.5	7
56	Cc1ccccc1-c1nnc(SCC#N)o1	24	12	17	-2	3	0	-6	-1.2	2
57	Cc1ccc(S(=O)(=O)/N=C(\c2ccccc2)N(C)S(=O)(=O)c2ccc(C)cc2)cc1	-18	-1	-1	-7	0	1	-3	-0.9	5
